Assay outcomes as filed in PubChem BioAssay.
AmpC no deterg – blocks E. coli AmpC beta-lactamase in detergent-free assay; P00811; AmpC nitrocefin hydrolysis, absorbance 480 nm, 0.0001% Triton; Potency, µM (series often up to 57.1 µM), inactives show at the highest dose activity change, negative = inhibition, most hits filed as inhibitors; 330,000 tested, 0.52% active;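 note: potency is the fitted concentration of half-maximal effect; plate controls were no compound for no effect and no enzyme for full effect; nearly all actives have a fitted effect of over 20% in size; some results filed as inactive show a strong effect at the top dose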
Target sequence (P00811 whole entry, looked up): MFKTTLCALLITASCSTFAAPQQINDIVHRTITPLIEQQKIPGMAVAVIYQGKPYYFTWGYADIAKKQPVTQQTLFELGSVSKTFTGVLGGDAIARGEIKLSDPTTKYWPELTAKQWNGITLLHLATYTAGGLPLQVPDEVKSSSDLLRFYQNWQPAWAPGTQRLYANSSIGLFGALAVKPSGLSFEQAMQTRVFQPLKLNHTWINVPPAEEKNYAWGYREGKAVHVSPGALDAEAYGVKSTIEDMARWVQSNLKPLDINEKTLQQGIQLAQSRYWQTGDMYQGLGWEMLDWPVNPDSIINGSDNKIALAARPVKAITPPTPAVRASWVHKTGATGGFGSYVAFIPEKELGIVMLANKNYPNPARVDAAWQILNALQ
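20 mM phosphate pH 7.0 + 0.01% (detergent screen) or 0.0001% Triton X-100; 5.3 nM AmpC reagent; cpd preinc 15 min RT; nitrocefin (800 uM stock) to start; A480 q20 s × 4 min; Activity was normalised to no-enzyme and no-compound control wells.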
HCMV antiviral – inhibitors of human cytomegalovirus; HFF cells, HCMV-luciferase reporter, 72 h; active compounds read low; activity change, negative = inhibition, % at 57.5 µM; 410,000 tested, 4.5% active; in the data active = activity change below about -60%; inconclusive = no clear call, values can overlap the other calls; inactive = above about -39%
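Luciferase read-out from HCMV-luciferase-infected HFFs (MOI 1 PFU/cell) 72 h post infection at 37C; compounds added after 16 h cell attachment; activity normalized between buffer-only basal and Salinomycin (10uM) inhibitor controls.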
AMA1 RON2 block – AMA1-RON2 (P. falciparum) interaction inhibition | 360,000 tested, 0.2% active | AID 720542 | AlphaScreen AMA1-biotinylated RON2 peptide binding | Potency, µM (series often up to 58.2 µM), for the others: at the highest dose activity change, negative = inhibition, actives largely listed as inhibitors;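 note: potency is the fitted concentration of half-maximal effect; 0% = vehicle wells and -100% = peptide control; nearly all actives have a fitted effect of over 45% in size; some results filed as inactive show a strong effect at the top dose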
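AMA1 (3D7) with his tag at 25 nM final met compounds first, then biotinylated RON2 peptide at 25 nM; detection used donor plus acceptor beads, 10 µg/mL apiece, read by AlphaScreen after 30 min at room temperature.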
AmpC inh detg – inhibitors of E. coli AmpC beta-lactamase with detergent; P00811; AmpC hydrolysis of nitrocefin, absorbance 480 nm, 0.01% Triton; 370,000 tested, 0.041% active; Potency, µM (series often up to 114 µM), for inactives: at the highest dose activity change, negative = inhibition, hits mostly inhibitors;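 note: potency is the fitted concentration of half-maximal effect; 0% = no-compound wells and -100% = no-enzyme wells; nearly all actives have a fitted effect of over 25% in size; some results filed as inactive show a strong effect at the top dose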
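AmpC (5.3 nM in the dispensed reagent) in 20 mM phosphate pH 7.0 with 0.01% (detergent screen) or 0.0001% Triton X-100 was preincubated with compounds for 15 min at room temperature. Nitrocefin was then added from an 800 uM solution, and hydrolysis was followed at 480 nm.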
Sm TGR inh – S. mansoni TGR enzyme inhibition; Potency, µM (highest dose often 114 µM), for inactives: at the top dose activity change, negative = inhibition, most hits filed as inhibitors; AID 485364; purified TGR, DTNB reduction, TNB absorbance 405 nm; Q962Y6; 360,000 tested, 3% active; note: potency is the fitted concentration of half-maximal effect; nearly all actives have a fitted effect of over 60% in size
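Kinetic colorimetric format: TGR-catalysed, NADPH-driven DTNB reduction monitored via TNB absorbance. Enzyme dispensed at 20 nM; compound exposure 15 min at room temperature before reaction start.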
Tb PYK inh – blocks Trypanosoma brucei pyruvate kinase. Q57TT1. 410,000 tested, 0.12% active. Potency, µM (series often up to 76.8 µM), for inactives: at the highest dose activity, negative = inhibition, most hits filed as inhibitors. TbPYK enzyme, Kinase-Glo Plus ATP luminescence, 45 min; note: potency is the fitted concentration of half-maximal effect; nearly all actives have a fitted effect of over 50% in size
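Activity of T. brucei pyruvate kinase was followed by Kinase-Glo Plus luminescence after the enzyme reacted 45 min at room temperature with 130 uM ADP (final) and substrate. Test compounds were added before ADP at multiple concentrations.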
LmPK inh – LmPK (Leishmania mexicana) enzyme inhibition | purified LmPK, Kinase-Glo ATP luminescence, 1 h | Q27686 | Potency, µM (doses to about 57.5 µM), for the others: top-dose activity change, negative = inhibition, hits mostly inhibitors | 290,000 tested, 0.37% active; note: potency is the fitted concentration of half-maximal effect
Target sequence (Q27686 whole entry, looked up): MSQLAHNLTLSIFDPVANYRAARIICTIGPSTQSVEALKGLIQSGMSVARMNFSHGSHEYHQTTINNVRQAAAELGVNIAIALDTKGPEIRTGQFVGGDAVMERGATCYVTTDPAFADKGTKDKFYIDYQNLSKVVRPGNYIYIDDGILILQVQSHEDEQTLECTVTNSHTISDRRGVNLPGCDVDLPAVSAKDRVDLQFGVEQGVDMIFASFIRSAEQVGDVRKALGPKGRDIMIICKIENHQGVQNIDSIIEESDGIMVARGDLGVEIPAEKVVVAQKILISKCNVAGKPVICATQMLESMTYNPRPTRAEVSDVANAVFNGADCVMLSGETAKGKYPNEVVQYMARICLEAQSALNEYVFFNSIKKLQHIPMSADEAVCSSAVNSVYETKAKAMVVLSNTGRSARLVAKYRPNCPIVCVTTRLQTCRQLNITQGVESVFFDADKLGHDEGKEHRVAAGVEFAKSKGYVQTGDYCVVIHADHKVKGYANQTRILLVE
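ATP generated from ADP (0.1 mM) and PEP (0.5 mM) by 0.1 nM LmPK over 1 h at room temperature (pH 7.2 imidazole buffer) was detected by coupled luciferase luminescence. Values were normalized to uninhibited and no-enzyme wells.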
* hit, by the source's call; ? = inconclusive; nt = no result given; [ ] = dose if it differs, or a comment. Unless noted, calls come from the whole dose curve; as a rule, active = well fitted curve in the direction sought with a large enough effect; inconclusive = small, poorly fitted or top-dose-only effect, or another doubt; inactive = no such curve, though single readings can be large; an effect the other way counts as inactive or inconclusive. Unless noted, % is set by controls: 0 for no effect and ±100 for the full control effect.

SMILES,AmpC inh detg,Tb PYK inh,HCMV antiviral,Sm TGR inh,AmpC no deterg,AMA1 RON2 block,LmPK inh
O=C(CSc1nnnn1-c1ccc2c(c1)OCCO2)c1cccc2c1OCCO2,-8%,0%,-12,-4%,41%,5%,3%
Cc1ccccc1-n1nnnc1SC(C)C(=O)Nc1ccc(N2CCN(C)CC2)cc1 (centres undefined),?,-2%,-9,-22%,51%,-7%,-11%
COC(=O)CSc1nnc(CNC(=O)c2ccco2)n1-c1ccc(F)cc1,-4%,1%,27,-29%,-10%,13%,1%
COC(=O)c1cnc(Nc2nc(C(N)Cc3ccc(OC)cc3)cs2)nc1C(F)(F)F (centres undefined),nt,-2%,17,nt,nt,96%[activator],nt
Brc1ccc(CSc2ccc(-c3ccco3)nn2)cc1,-4%,?,3,18µM*,-26%,-4%,-7%
C[C@H](c1ccccc1)N1C[C@@H](COCc2ccccc2)Oc2cc(N3CCC[C@H]3CO)ccc2S1(=O)=O,nt,0%,?,nt,nt,-7%,nt
COc1cc(OC)cc(-c2nc3nc(C)c(CCC(=O)NCC(OC)OC)c(C)n3n2)c1,?,10%,-20,8%,-22%,7%,0%
CCNC(=O)c1c(NC(=O)COc2ccc(F)cc2)sc2c1CCCC2,4%,-3%,-1,1%,nt,nt,nt
CCOC(=O)Nc1ccc(Oc2ccccc2)cc1,2%,-4%,49,18%,-17%,5%,0%
COc1ccc(Nc2nc3c(C)cccn3c(=O)c2C=NCc2ccccc2)cc1,-4%,-1%,-24,-2%,-16%,-1%,6%
CC(=O)c1ccc(OCc2cc([N+](=O)[O-])cc3c2OCOC3)cc1,-3%,7%,11,-34%,-5%[2.29 µM],-2%,0%
CCC1CCc2nc3sc(C(=O)Nc4cccc(C(F)(F)F)c4)c(N)c3cc2C1 (centres undefined),3%,2%,-33,-14%,nt,nt,nt
Oc1ccc(CNc2ccc(C(F)(F)F)cc2Cl)c2cccnc12,-8%,nt,nt,1µM*,-31%,nt,nt
O=C1CCC(=O)N1CNc1ccc(Oc2ccccc2)cc1,-5%,-2%,102,2%,nt,-14%,2%
Cc1ccc(S(=O)(=O)NCc2ccccn2)c(C)c1,?,-5%,-2,0%,-15%,16%,1%
O=C(COc1ccc2ccccc2c1)Nc1nnc(-c2ccco2)s1,?,5%,nt,-31%,-25%,-16%,3%
Fc1ccccc1-c1nc(NC2CCCC2)c2ccccc2n1,1%,-6%,25,6%,-20%,-5%,0%
CCN(C(=O)C1CCCN1S(=O)(=O)c1ccc2c(c1)n(C)c(=O)c(=O)n2C)c1ccccc1 (centres undefined),-8%,-4%,-11,12%,0%,-2%,-1%
CCOC(=O)CSc1nnc(Cc2ccccc2)n1-c1cccc(Cl)c1,-2%,5%,nt,-23%,85%[activator],-19%,-3%
COc1cc2oc(=O)c(CC(=O)NCCc3ccccc3)c(C)c2cc1Cl,8%,-4%,-6,-1%,nt,nt,nt

Fetched by compound from the entries so far:
SMILES,AmpC inh detg,Tb PYK inh,HCMV antiviral,Sm TGR inh,AmpC no deterg,AMA1 RON2 block,LmPK inh
CCNC(=O)c1c(NC(=O)COc2ccc(F)cc2)sc2c1CCCC2,4%,-3%,-1,1%,nt,nt,nt
Fc1ccccc1-c1nc(NC2CCCC2)c2ccccc2n1,1%,-6%,25,6%,-20%,-5%,0%
COc1ccc(Nc2nc3c(C)cccn3c(=O)c2C=NCc2ccccc2)cc1,-4%,-1%,-24,-2%,-16%,-1%,6%
CCOC(=O)Nc1ccc(Oc2ccccc2)cc1,2%,-4%,49,18%,-17%,5%,0%
COc1cc2oc(=O)c(CC(=O)NCCc3ccccc3)c(C)c2cc1Cl,8%,-4%,-6,-1%,nt,nt,nt

Continued.
SMILES,AmpC inh detg,Tb PYK inh,HCMV antiviral,Sm TGR inh,AmpC no deterg,AMA1 RON2 block,LmPK inh
Cc1cccc(NC(=O)CN2C(=O)C(c3ccc(F)cc3)=NC23CCCCCC3)c1,11%,7%,?,9%,nt,nt,nt
O=C(CC12CC3CC(CC(C3)C1)C2)Nc1cccc2ncccc12,-2%,-8%,-13,-5%,17%,0%,1%
CCNC(=S)Nc1ccc2ncoc2c1,0%,-13%,61,?,-11%,-7%,-9%
CC(=O)c1c(C)n(-c2ccccc2)c2ccc(OCC(N)=O)cc12,6%,-13%,?,0%,6%,-11%,3%
CCOc1ccc(N(CC)S(=O)(=O)N2CCCC(C(=O)NCCc3ccc(OC)cc3)C2)cc1 (centres undefined),6%,2%,-17,0%,nt,nt,nt
O=c1c2ccccc2nc(C[n+]2ccccc2)n1-c1cccc(C(F)(F)F)c1,-2%,-3%,-6,-16%[57.1 µM],-19%,-14%,0%
CCOc1ccc(NC(=O)C2CCC(CNc3c(N4CCC(C)CC4)c(=O)c3=O)CC2)cc1 (centres undefined),0%,-7%,0,-1%,-5%,13%,7%
O=C(NCCN1CCN(C(=O)c2ccc([N+](=O)[O-])cc2)CC1)C(=O)Nc1ccc(F)cc1,0%,3%,-4,-8%,84%[activator],2%,-9%
COCCOC(=O)c1[nH]c2c(c1C)C(=O)CC(c1ccccc1)C2 (centres undefined),-6%,-3%,nt,0%,-13%,-1%,1%
O=c1ccc(S(=O)(=O)N2CCCC2)cn1Cc1ccc(F)cc1,?,2%,-20,-6%,-32%,-6%,nt
CC(Sc1nnc(-c2cc3ccccc3o2)n1-c1ccccc1)C(=O)O (centres undefined),0%,-29%,-33,0%,?,2%,8%
Cc1ccc2cc(CCNC(=O)C(=O)c3c(C)[nH]c4ccccc34)c(=O)[nH]c2c1,1%,-10%,7,-2%,16%,-16%,1%
COc1ccc(C2CC(c3cccs3)=NN2C(=O)CSc2nncs2)cc1OC (centres undefined),?,5%,-29,-11%,64%[activator],25%,5%
Cc1ccc(C(=O)C(OC(=O)COc2ccccc2C)c2ccccc2)cc1 (centres undefined),?,0%,1,-9%,-47%,-1%,5%
N/C(=N\OC(=O)CCc1ccccc1)c1cccnc1,-4%,-5%,-24,26%,-2%,9%,-3%
Cc1oc(C)c(C(=O)Nc2ccc(CC(=O)O)cc2)c1C(=O)Nc1ccc(CC(=O)O)cc1,-13%,-13%,24,-4%,-13%,6%,0%
Cc1ccc(Cl)cc1-n1ncc2c(NCc3ccc(F)cc3)ncnc21,-6%,6%,-28,1%,nt,nt,nt
CC(=O)Nc1ccc(S(=O)(=O)Nc2ccc3c(c2)OCO3)cc1,?,0%,-22,-1%,-16%,-6%,-4%
O=S(=O)(NN1CCOCC1)c1cc(Cl)cc(Cl)c1O,-20%,-11%,15,1%,-29%,2%,7%
O=C(Nc1nnc(-c2ccccc2)o1)c1ccc(Cl)cc1,-1%,-3%,21,4%,nt,73%[activator],5%

Entries of single compounds from above:
Shown for O=c1c2ccccc2nc(C[n+]2ccccc2)n1-c1cccc(C(F)(F)F)c1 → AmpC inh detg: -2%; Tb PYK inh: -3%; HCMV antiviral: -6; Sm TGR inh: -16%[57.1 µM]; AmpC no deterg: -19%; AMA1 RON2 block: -14%; LmPK inh: 0%
Shown for N/C(=N\OC(=O)CCc1ccccc1)c1cccnc1 → AmpC inh detg: -4%; Tb PYK inh: -5%; HCMV antiviral: -24; Sm TGR inh: 26%; AmpC no deterg: -2%; AMA1 RON2 block: 9%; LmPK inh: -3%

(more compounds)
SMILES,AmpC inh detg,Tb PYK inh,HCMV antiviral,Sm TGR inh,AmpC no deterg,AMA1 RON2 block,LmPK inh
CC1CCc2c(sc3nc(CSc4n[nH]c(N)n4)[nH]c(=O)c23)C1 (centres undefined),-1%,-18%,12,-4%,-30%,-1%,-5%
CCc1cccc(NC(=O)c2nnn(Cc3ccc(SC)cc3)c2N)c1,?,-8%,22,-4%,nt,nt,nt
CC1CCc2[nH]c3ccc(C(=O)N4CCCC(C(F)(F)F)C4)cc3c2C1 (centres undefined),-19%,-2%,-18,-8%,16%,?,nt
CCSc1nc2nccnc2c(=O)[nH]1,nt,0%,18,nt,nt,11%,nt
CCCn1c2ccc(F)cc2c2nnc(NN)nc21,6%,-5%,-24,17%,-40%,89%[activator],-5%
Cc1cccc(N2CCN(S(=O)(=O)c3ccc(-c4coc(C)n4)cc3)CC2C)c1 (centres undefined),-5%,5%,0,-1%,-2%,-19%,4%
CCOCCCNC(=S)NCCCNc1nc2c(C)cc(C)cc2cc1C#N,-5%,-18%,-32,15%,25%,25%,5%
O=C(Nc1cccc(S(=O)(=O)N2CCCC2)c1)[C@@H]1O[C@H](CO)[C@@H](O)[C@H]1O,nt,-9%,11,nt,nt,6%,nt
CC1=NN(C(=S)Nc2ccccc2)C(c2ccccc2)C1 (centres undefined),-1%,-14%,28,-2%,-36%,-10%,-9%
Cn1nc(C(=O)OCC(=O)N(Cc2ccccc2)C(C)(C)C)c2ccccc2c1=O,-16%,5%,3,-1%,165%[activator],-14%,nt
CCCCn1c(SCC(=O)Nc2nc(C)cs2)nnc1-c1cccnc1,?,2%,1,4%,-8%,0%,3%
OC(c1ccccc1)(c1nc(-c2csc3ccccc23)cs1)C(F)(F)F (centres undefined),nt,3%,-33,nt,nt,-3%,nt
Clc1ccc(-c2nnc(COc3ncnc4sccc34)o2)cc1,?,0%,-27,-9%,-6%,4%,-4%
CC(NC(=O)CN(C1CCCCC1)S(C)(=O)=O)c1ccccc1 (centres undefined),0%,-1%,-4,6%,-13%,15%,2%
O=C(/C=C/c1cn(CC(O)CN2CCCCCC2)c2ccccc12)c1cccs1 (centres undefined),-10%,-2%,-5,-21%,112%[activator],-20%,3%
